EZH2 inh: EZH2 (human) methyltransferase inhibition; inhibition, % at 12.5 µM; PRC2 H3K27 methylation, DELFIA TRF, 1 h; Q15910; AID 651548; 0.35% of 57,000 active;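 active = mean inhibition of replicates at least 50% and every single replicate also reaching 50%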;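 note: dimethyl H3K27 on biotinylated H3 21-44 peptide detected by antibody; plate controls were median neutral control wells for no effect and median positive control wells for full effect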
Target sequence (Q15910 whole entry, looked up): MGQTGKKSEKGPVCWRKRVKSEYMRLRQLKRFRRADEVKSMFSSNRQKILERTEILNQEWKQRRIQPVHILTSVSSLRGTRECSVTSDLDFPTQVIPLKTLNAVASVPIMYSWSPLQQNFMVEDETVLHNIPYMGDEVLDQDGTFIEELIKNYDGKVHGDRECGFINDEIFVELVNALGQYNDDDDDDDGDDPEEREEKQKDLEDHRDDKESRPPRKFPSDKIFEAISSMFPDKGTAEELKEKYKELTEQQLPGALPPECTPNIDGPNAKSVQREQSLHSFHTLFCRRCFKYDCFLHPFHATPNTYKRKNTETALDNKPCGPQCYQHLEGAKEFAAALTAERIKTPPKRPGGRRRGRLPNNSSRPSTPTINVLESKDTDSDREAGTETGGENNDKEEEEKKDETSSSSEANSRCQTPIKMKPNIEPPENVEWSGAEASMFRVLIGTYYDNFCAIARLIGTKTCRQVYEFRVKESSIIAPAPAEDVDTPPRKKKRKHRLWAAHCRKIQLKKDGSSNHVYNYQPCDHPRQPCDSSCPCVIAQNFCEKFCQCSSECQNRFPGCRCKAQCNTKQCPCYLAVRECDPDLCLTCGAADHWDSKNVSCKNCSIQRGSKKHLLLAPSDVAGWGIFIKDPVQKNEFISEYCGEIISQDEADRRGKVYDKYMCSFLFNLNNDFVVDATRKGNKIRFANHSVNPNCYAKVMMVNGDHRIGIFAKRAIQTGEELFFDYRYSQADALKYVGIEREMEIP
IDH1 R132H inh: inhibitors of human IDH1 R132H | 0.18% of 70,000 active | inhibition, % at 10 µM | IDH1 R132H reductase, diaphorase/resazurin fluorescence, 60 min; in the data active = inhibition above about 34%;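 note: 0% = DMSO and 100% = no enzyme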
An asterisk follows results filed as active; . = not tested or not shown; & = joins results of further samples. An excerpt; the hit share may differ from the screen's.

The first 6 entries as a preview:
SMILES	EZH2 inh	IDH1 R132H inh
O=C(N[C@@H]1CC[C@H](CCn2cc(-c3ccccn3)nn2)O[C@H]1CO)c1cccnc1	-5.1	0.0
COc1ccc(-c2nnc(SCC(=O)Nc3c(C)n[nH]c3C)n2-c2ccccc2)cc1OC	-7.3	1.6
Cc1ccc(S(=O)(=O)N(C)C[C@H]2Oc3ccc(NS(=O)(=O)c4ccccc4)cc3CC(=O)N([C@@H](C)CO)C[C@H]2C)cc1	.	-0.7
CCCc1cn(CC[C@@H]2CC[C@@H](NC(=O)C3CC3)[C@@H](CO)O2)nn1	-1.1	0.0
CC(C)NC(=O)Nc1ccc2c(c1)C(=O)N([C@H](C)CO)C[C@@H](C)[C@H](CN(C)C(=O)c1ccccc1)OCCCC[C@H](C)O2	3.4	1.4
C[C@H]1CN([C@@H](C)CO)C(=O)c2ccccc2-c2ccccc2CO[C@@H]1CN(C)C(=O)Nc1ccccc1	9.2	-0.5

Main list, repeating the preview:
SMILES	EZH2 inh	IDH1 R132H inh
O=C(N[C@@H]1CC[C@H](CCn2cc(-c3ccccn3)nn2)O[C@H]1CO)c1cccnc1	-5.1	0.0
COc1ccc(-c2nnc(SCC(=O)Nc3c(C)n[nH]c3C)n2-c2ccccc2)cc1OC	-7.3	1.6
Cc1ccc(S(=O)(=O)N(C)C[C@H]2Oc3ccc(NS(=O)(=O)c4ccccc4)cc3CC(=O)N([C@@H](C)CO)C[C@H]2C)cc1	.	-0.7
CCCc1cn(CC[C@@H]2CC[C@@H](NC(=O)C3CC3)[C@@H](CO)O2)nn1	-1.1	0.0
CC(C)NC(=O)Nc1ccc2c(c1)C(=O)N([C@H](C)CO)C[C@@H](C)[C@H](CN(C)C(=O)c1ccccc1)OCCCC[C@H](C)O2	3.4	1.4
C[C@H]1CN([C@@H](C)CO)C(=O)c2ccccc2-c2ccccc2CO[C@@H]1CN(C)C(=O)Nc1ccccc1	9.2	-0.5
C[C@@H]1CN([C@@H](C)CO)C(=O)c2cccc(NC(=O)c3ccncc3)c2O[C@H]1CN(C)S(=O)(=O)c1ccccc1	-0.3	.
O=C(NC1CCCCC1)N[C@H]1CC[C@H](CC(=O)N2CCOCC2)O[C@H]1CO	10.2	0.2
CC(=O)c1cccc(NC(=O)CSC2=C(C#N)C(c3ccccc3C)C3=C(CCCC3=O)N2)c1 (centres undefined)	2.3	-0.3
O=C(C[C@H]1CC[C@@H](NC(=O)Nc2cccc(F)c2)[C@H](CO)O1)NCC1CCCCC1	3.7	0.1
CNC[C@@H]1Oc2c(NC(=O)c3ccc(-c4nccs4)cc3)cccc2C(=O)N([C@@H](C)CO)C[C@@H]1C	3.2	-2.6
Cc1noc(C)c1S(=O)(=O)Nc1ccc2c(c1)CC(=O)N([C@H](C)CO)C[C@@H](C)[C@H](CN(C)C(=O)Nc1ccc(F)cc1)O2	.	4.2
COc1cccc(OC)c1C(=O)NC(=S)NCc1ccco1	-3.7	-0.1
Cc1nc2ccccn2c1-c1csc(Nc2cccc(C(=O)O)c2)n1	.	6.2
CSc1ccccc1NC(=O)C(C)N(c1ccccc1)S(C)(=O)=O (centres undefined)	-0.8	0.2
CO[C@@H]1CN(C)C(=O)c2cc(NC(=O)Nc3cc(Cl)cc(Cl)c3)ccc2OC[C@@H](C)NC[C@@H]1C	-22.2	0.0
C[C@@H]1CN([C@@H](C)CO)C(=O)c2cc(NS(=O)(=O)c3ccccc3)ccc2O[C@@H](C)CCCCO[C@H]1CN(C)C(=O)CCC(F)(F)F	.	-0.5
COc1ccc(NC(=O)N(C)C[C@@H]2Oc3cc(-c4cccc(C(=O)N(C)C)c4)ccc3S(=O)(=O)N([C@@H](C)CO)C[C@H]2C)cc1	4.9	-0.1
COc1cc(Br)cc(/C=N/NC(=O)CCCCCC(=O)Nc2ccccc2O)c1O	4.2	0.2
CC1=C[C@H](O)[C@H]2C(C)(C)CCC[C@]2(C)[C@@]1(O)CO	.	-0.2
CO[C@H]1CN(C)C(=O)c2cc(NC(C)=O)ccc2OC[C@H](C)N(Cc2cccnc2)C[C@H]1C	-7.0	.
C[C@H]1CN([C@@H](C)CO)C(=O)c2cc(NC(=O)C3CCCCC3)ccc2O[C@H]1CN(C)S(=O)(=O)c1ccc(F)cc1	.	-0.4
C[C@@H]1CCCCO[C@H](CN(C)C(=O)Cc2ccccc2)[C@H](C)CN([C@@H](C)CO)C(=O)c2cc(NS(=O)(=O)c3cccs3)ccc2O1	.	0.9
CO[C@@H]1CN(C)C(=O)c2cc(NC(=O)c3cccc(F)c3)ccc2OC[C@@H](C)N(C)C[C@@H]1C	4.0	0.3
C[C@H](CO)N1C[C@H](C)[C@H](CN(C)S(C)(=O)=O)Oc2ncc(-c3cccc(F)c3)cc2C1=O	14.5&-2.8	1.4&3.6

Among those listed so far, two have an aryl thioether with sulfur outside any ring:
SMILES	EZH2 inh	IDH1 R132H inh
COc1ccc(-c2nnc(SCC(=O)Nc3c(C)n[nH]c3C)n2-c2ccccc2)cc1OC	-7.3	1.6
CSc1ccccc1NC(=O)C(C)N(c1ccccc1)S(C)(=O)=O (centres undefined)	-0.8	0.2

(more compounds)
SMILES	EZH2 inh	IDH1 R132H inh
O=C(CCc1nc(-c2ccc(Cl)cc2)no1)NCC1CCCO1 (centres undefined)	4.2	0.4
CN(C)C(=O)C[C@H]1C=C[C@@H](NC(=O)c2ccc(F)cc2)[C@H](CO)O1	-1.3	0.3
C[C@@H]1CN([C@H](C)CO)S(=O)(=O)c2ccc(C#C[C@@H](C)O)cc2O[C@@H]1CN(C)C(=O)C1CCC1	4.4	0.0
C[C@H](CO)N1C[C@H](C)[C@@H](CN(C)Cc2cncnc2)Oc2cc(-c3ccccc3F)ccc2S1(=O)=O	-3.1	3.3
C[C@H](CO)N1C[C@H](C)[C@H](CN(C)C(=O)Nc2cccc3ccccc23)Oc2ccc(NC(=O)C3CC3)cc2CC1=O	-5.5	-5.8
C[C@@H]1CN([C@H](C)CO)C(=O)Cc2cc(NC(=O)Nc3ccccc3)ccc2O[C@@H]1CN(C)Cc1ccccc1	-11.5	.
CCCNC(=O)Nc1ccc2c(c1)OC[C@H](C)N(C(C)=O)C[C@@H](C)[C@H](OC)CN(C)C2=O	6.1	0.2
Cc1ccc2nc(-c3ccc(NC(=O)CSc4nncn4C)cc3)sc2c1	2.5	-0.2
O=C(N[C@H]1CC[C@H](CC(=O)N2CCCCC2)O[C@H]1CO)c1cccc(F)c1	-2.9	0.2
CCCNC(=O)Nc1ccc2c(c1)OC[C@H](C)N(C(=O)C1CCC1)C[C@H](C)[C@H](OC)CN(C)C2=O	3.2	0.3
COc1cc(OC)c(NC(=O)CSc2nnc(-c3ccccc3)n2-c2ccccc2)cc1Cl	16.6	-0.2
C[C@H](CO)N1C[C@H](C)[C@H](CN(C)C)Oc2cc(-c3ccccc3)ccc2S1(=O)=O	4.2	-2.3
Cc1c(C(=O)OC(C)C)sc2ncn(CC(=O)Nc3ccccc3C(F)(F)F)c(=O)c12	7.8	0.1
CCNC(=O)C[C@H]1C=C[C@H](NC(=O)C2CC2)[C@H](CO)O1	13.3	-0.9
C[C@@H]1CN([C@@H](C)CO)S(=O)(=O)c2ccc(C#CC3CC3)cc2O[C@@H]1CN(C)C(=O)c1cccnc1	-5.6	5.6
COc1ccc(NC(=O)c2ccc(-c3ccc(-c4noc(C)n4)cc3C)cc2)cc1N1CCN(C)CC1	-46.9	-1.5
Cc1ccc(S(=O)(=O)Nc2ccc3c(c2)C(=O)N([C@@H](C)CO)C[C@H](C)[C@H](CN(C)Cc2ccccc2)OCCCC[C@@H](C)O3)cc1	.	-0.5
CC(C)C#Cc1cnc2c(c1)C(=O)N([C@@H](C)CO)C[C@@H](C)[C@H](CN(C)C(=O)C1CCC1)O2	-23.7	0.1
O=C(Cc1ccccn1)NCC[C@@H]1CC[C@H](NC(=O)c2ccccc2F)[C@@H](CO)O1	-5.3	-0.1
CO[C@H]1CN(C)C(=O)c2ccc(NC(=O)Nc3c(C)noc3C)cc2OC[C@@H](C)N(CC2CC2)C[C@H]1C	-4.6	-0.2
CCn1c(SCc2nc3ccccc3c(=O)[nH]2)nnc1-c1cc2cccc(OC)c2o1	-0.5	-0.4
Cc1noc(C)c1S(=O)(=O)Nc1ccc2c(c1)C(=O)N([C@H](C)CO)C[C@@H](C)[C@@H](CN(C)C(=O)CCC(F)(F)F)OCCCC[C@@H](C)O2	.	0.0
C[C@@H]1CN([C@@H](C)CO)C(=O)c2cc(NS(=O)(=O)c3ccc(Cl)cc3)ccc2O[C@@H]1CN(C)CC1CC1	1.6	0.0
CO[C@@H]1CN(C)C(=O)c2cc(NC(C)=O)ccc2OC[C@H](C)N(C(=O)c2cnccn2)C[C@@H]1C	-12.3	0.0
C[C@H]1CCCCO[C@H](CN(C)C(=O)C2CCCCC2)[C@@H](C)CN([C@@H](C)CO)C(=O)c2cc(NC(=O)NC3CCCCC3)ccc2O1	.	0.1

Exported as comma-separated lines: entries from further up.
compound,EZH2 inh,IDH1 R132H inh
CN(C)C(=O)C[C@H]1C=C[C@@H](NC(=O)c2ccc(F)cc2)[C@H](CO)O1,-1.3,0.3
C[C@@H]1CN([C@H](C)CO)S(=O)(=O)c2ccc(C#C[C@@H](C)O)cc2O[C@@H]1CN(C)C(=O)C1CCC1,4.4,0.0
C[C@H](CO)N1C[C@H](C)[C@@H](CN(C)Cc2cncnc2)Oc2cc(-c3ccccc3F)ccc2S1(=O)=O,-3.1,3.3

The listing continues.
SMILES	EZH2 inh	IDH1 R132H inh
O=C(Cc1ccccn1)N[C@@H]1CC[C@@H](CCNC(=O)c2cc(Cl)cc(Cl)c2)O[C@@H]1CO	-5.7	-0.5
CC(C)CC#Cc1ccc2c(c1)O[C@H](CN(C)Cc1ccccc1F)[C@@H](C)CN([C@H](C)CO)S2(=O)=O	7.5	-1.2
OCc1cc(C(O)CNCCCCCCOCCCCc2ccccc2)ccc1O (centres undefined)	.	0.1
COc1ccccc1CNC(=O)C[C@H]1C[C@@H]2c3cc(NC(=O)C4CCC4)ccc3O[C@@H]2[C@@H](CO)O1	3.4	0.1
COc1cccc(S(=O)(=O)N[C@H]2C=C[C@@H](CC(=O)NC3Cc4ccccc4C3)O[C@@H]2CO)c1	-2.8	-0.1
C[C@@H]1CN([C@@H](C)CO)C(=O)c2cccc(NC(=O)NC3CCCCC3)c2O[C@@H]1CN(C)S(=O)(=O)c1ccc(F)cc1	-6.5	0.8
COc1ccc(S(=O)(=O)Nc2ccc3c(c2)C(=O)N([C@H](C)CO)C[C@H](C)[C@H](CN(C)C(=O)Nc2c(C)noc2C)O3)cc1	.	-1.7
CC(C)OC(=O)N(C)C[C@@H]1OCc2cnnn2CCCC(=O)N([C@H](C)CO)C[C@@H]1C	-1.2	-0.7
COc1ccc(-c2nnc(SCCC(=O)O)n2-c2ccccc2)cc1	-9.2	1.0
COCC(=O)Nc1ccc2c(c1)OC[C@H](C)N(Cc1ccccc1F)C[C@H](C)[C@@H](OC)CN(C)C2=O	-9.1	0.2
C[C@H]1CN([C@@H](C)CO)S(=O)(=O)c2ccc(C#CC3(O)CCCC3)cc2O[C@@H]1CN(C)C(=O)c1ccncc1	.	-0.2
COCC(=O)N1C[C@H](C)[C@H](OC)CN(C)C(=O)c2cc(NC(=O)c3ccccc3)ccc2OC[C@H]1C	24.0	-0.5
OC(c1ccccc1)C1CCN(CCc2ccccc2)CC1 (centres undefined)	.	-0.6
O=C(CCN1CCCCC1)NCC[C@H]1CC[C@@H](NC(=O)C2CCC2)[C@H](CO)O1	-0.5	0.2
Cc1ccc2nc(-c3cccc(Br)c3)cc(C(=O)NCc3cccnc3)c2c1	-3.5	0.5
C[C@H](CO)N1C[C@H](C)[C@H](CN(C)C(=O)C2CCC2)Oc2ncc(Br)cc2C1=O	0.1	-0.7
O=C(CN1C(=O)C2C3C=CC(C4CC34)C2C1=O)NCc1ccco1 (centres undefined)	0.7	0.2
COc1cccc(-c2cn(CC[C@H]3CC[C@H](NC(=O)CC4CC4)[C@@H](CO)O3)nn2)c1	-29.0	-0.5
CNC[C@@H]1Oc2cc(-c3ccccc3OC)ccc2S(=O)(=O)N([C@H](C)CO)C[C@H]1C	-3.1	-0.1
Cc1noc(C)c1S(=O)(=O)Nc1cccc2c1O[C@@H](CN(C)Cc1ccc(C(=O)Nc3ccccc3N)cc1)[C@@H](C)CN([C@H](C)CO)C2=O	-37.7	.
C=CCN1C(=O)[C@@]2(Cc3ccccc3)N=C(c3ccc(OCCCO)cc3)O[C@H]2c2ccccc21	-2.4	.
COCC(=O)Nc1ccc2c(c1)C(=O)N(C)C[C@H](OC)[C@@H](C)CN(Cc1ccccn1)[C@H](C)CO2	6.2	0.1
CCn1c(SCC(=O)c2cc(OC)ccc2OC)nnc1-c1ccncc1	-0.9	0.0
COC(=O)c1cccc(NC(=O)C(C(C)C)N2C(=O)c3ccccc3C2=O)c1 (centres undefined)	-4.7	0.1
COC(=O)c1ccccc1NC(=O)CN(C)S(=O)(=O)c1cc(Cl)ccc1Cl	11.4	0.0
Following part.
SMILES	EZH2 inh	IDH1 R132H inh
O=C(CN1CCOCC1)NCC[C@@H]1CC[C@H](NC(=O)Nc2ccccc2)[C@@H](CO)O1	-2.7	-0.1
C[C@H]1CN([C@@H](C)CO)C(=O)Cc2cc(NC(=O)Nc3ccc(F)cc3)ccc2O[C@@H]1CN(C)Cc1ccc(C(=O)Nc2ccccc2N)cc1	-10.7	0.0
COc1ccccc1NC(=O)N[C@H]1C=C[C@@H](CC(=O)NCc2ccc(Cl)c(Cl)c2)O[C@H]1CO	-0.5	0.4
C[C@@H](NC(=O)C[C@@H]1C[C@@H]2c3cc(NC(=O)Nc4ccccc4F)ccc3O[C@@H]2[C@@H](CO)O1)c1ccccc1	-18.6	-0.2
COc1cc(CO)cc(I)c1O[C@H]1C=C(C(=O)NCCO)C[C@@H](NCc2ccccc2F)[C@@H]1O	2.8	.
COCC(=O)Nc1ccc2c(c1)[C@H]1C[C@@H](CC(=O)N[C@@H](C)c3ccccc3)O[C@@H](CO)[C@H]1O2	-5.9	0.3
O=C(N/N=C/c1cc(Br)cc(Br)c1O)c1ccccc1O	11.1	0.0
C[C@@H]1CN([C@@H](C)CO)C(=O)c2cccc(NC(=O)c3cnccn3)c2O[C@H]1CN(C)Cc1ccc(-c2ccccc2)cc1	-13.7	.

Screening results (PubChem BioAssay)
